FLuc stim CS: firefly luciferase counter-screen for stimulation assays | ATPlite luciferase biochemical, luminescence, 10 min; 0 = ATP-free wells, 1 = DMSO control | 200,000 tested, under 10 active | activation factor at 10 µM;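 active means luciferase activation factor, scaled between plate controls, of at least 2 with compound at 10 µM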
Target sequence (P08659 whole entry, looked up): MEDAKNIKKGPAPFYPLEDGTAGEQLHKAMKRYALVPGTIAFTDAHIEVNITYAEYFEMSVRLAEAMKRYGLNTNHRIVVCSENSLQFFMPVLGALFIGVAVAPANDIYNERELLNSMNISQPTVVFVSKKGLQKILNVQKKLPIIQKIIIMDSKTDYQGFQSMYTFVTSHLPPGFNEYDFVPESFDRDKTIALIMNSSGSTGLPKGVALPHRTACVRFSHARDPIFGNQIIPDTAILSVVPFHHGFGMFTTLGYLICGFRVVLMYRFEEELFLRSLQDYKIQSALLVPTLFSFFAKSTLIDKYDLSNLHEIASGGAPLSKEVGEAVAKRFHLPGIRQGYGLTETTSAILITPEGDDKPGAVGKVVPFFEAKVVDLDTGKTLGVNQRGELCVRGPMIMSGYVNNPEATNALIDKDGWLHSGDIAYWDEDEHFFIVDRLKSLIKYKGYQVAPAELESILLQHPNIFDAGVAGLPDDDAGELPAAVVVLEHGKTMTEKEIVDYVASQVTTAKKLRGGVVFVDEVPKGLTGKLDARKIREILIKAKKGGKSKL
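System: cell-free luciferase reagent; medium: PBS as buffer for the ATP substrate; doses: test compounds dosed from 2 mM stocks in 100% DMSO; incubation: 10 min, room temperature; measured by: luminescence from luciferase reaction; read-out: luciferase activation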
PMI act hi M6P: activators of human phosphomannose isomerase at near-saturating mannose 6-phosphate. P34949. coupled PMI enzyme assay, resazurin fluorescence, 20 min; active compounds read high; 1 = untreated enzyme, 0 = substrate-free blank. activation factor at 20 µM. actives 0.34% (n = 190,000);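 active means activation factor of 2 or more at 20 µM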
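Test system: human phosphomannose isomerase with PGI, G6PDH, diaphorase coupling enzymes; Amount: PMI at 15 ng/mL final; Reagent: Mannose-6-phosphate 1.0 mM (near-saturating) plus 0.22 mM NADP+; Timing: 20 min, room temperature; Technique: resorufin fluorescence at Ex 544/Em 590 nm; Dosing: 20 µM single dose.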
TNAP inh no acc: blocks human TNAP activity with no phosphate acceptor present. P05186. actives 0.26% (n = 200,000). inhibition, % at 20 µM. AID 1012. purified TNAP, CDP-star luminescence, 30 min;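 active means tissue-nonspecific alkaline phosphatase inhibition above about 50% at 20 µM in the single-dose screen, limit read from the data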;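 further: 0% = DMSO negative control and 100% = EDTA positive control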
Target sequence (P05186 whole entry, looked up): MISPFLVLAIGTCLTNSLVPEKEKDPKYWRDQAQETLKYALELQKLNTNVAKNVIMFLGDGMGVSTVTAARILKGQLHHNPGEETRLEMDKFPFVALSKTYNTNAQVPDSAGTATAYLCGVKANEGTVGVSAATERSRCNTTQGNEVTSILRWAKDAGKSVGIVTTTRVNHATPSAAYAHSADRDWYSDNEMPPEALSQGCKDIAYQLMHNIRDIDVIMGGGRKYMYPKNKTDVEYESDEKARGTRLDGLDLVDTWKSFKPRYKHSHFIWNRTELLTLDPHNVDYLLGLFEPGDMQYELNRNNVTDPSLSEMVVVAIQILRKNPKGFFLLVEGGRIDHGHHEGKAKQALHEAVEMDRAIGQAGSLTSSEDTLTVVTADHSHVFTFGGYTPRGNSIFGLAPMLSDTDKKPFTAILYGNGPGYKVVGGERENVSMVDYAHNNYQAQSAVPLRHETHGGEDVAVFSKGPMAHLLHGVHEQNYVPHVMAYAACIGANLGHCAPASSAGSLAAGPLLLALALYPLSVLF
G6PDH CS: L. mesenteroides G6PDH inhibition counter-screen; Purified L. mesenteroides G6PDH, diaphorase/resazurin coupled fluorescence, 45 min; actives 0.12% (n = 200,000); inhibition, % at 5 µM; in the data active means inhibition above about 50%
TNAP inh hiacc: blocks human TNAP under high phosphate acceptor concentration; AID 1135; P05186; actives 0.03% (n = 200,000); purified TNAP, CDP-star luminescence, 1 M DEA; inhibition, % at 20 µM;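 active means over 50% inhibition of tissue-nonspecific alkaline phosphatase at 20 µM in the single-dose screen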;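 further: plate controls were DMSO wells for no effect and EDTA-quenched wells as full inhibition for full effect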
PMI act: increases human mannose-6-phosphate isomerase activity | P34949 | purified human PMI, coupled resazurin fluorescence, 20 min; active compounds read high; 1 = vehicle control, 0 substrate-free wells | activation factor at 20 µM | actives 0.005% (n = 190,000);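 active means activation factor of 2 or more at 20 µM, relative to plate controls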
TNAP act hi DEA: activators of human TNAP at high phosphate acceptor concentration; 200,000 tested, under 10 active; activation factor at 20 µM; purified TNAP, CDP-star luminescence, 1 M DEA, 30 min; active compounds read high; 0 = EDTA background, 1 = DMSO-only activity; P05186;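 active means activation factor at least 2 at 20 µM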
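Dosing: 20 µM single point. System: human TNAP. Amount: TNAP 1/800 final. Incubation: 30 min, room temperature. Read-out: TNAP activation factor scaled between EDTA and DMSO control wells. Signal: luminescence from CDP-star hydrolysis. Medium: 1 M DEA, pH 9.8, Mg2+, Zn2+. Control set: EDTA negative control, DMSO positive control.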
Diaphorase inh: diaphorase inhibition or chemical oxidation counter-screen; inhibition, % at 20 µM; diaphorase resazurin-to-resorufin fluorescence, NADH, 16 min; bacterial (C. kluyveri) enzyme, not human; actives 0.69% (n = 190,000); AID 1217;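 active means primary screen inhibition at 20 µM above a set limit, cut at about 50% in these data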;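 further: plate controls were DMSO with full reaction for no effect and wells lacking NADH for full effect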
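controls = No-NADH positive control and DMSO neutral control | system = Clostridium kluyveri diaphorase enzyme | timing = reaction incubation of 16 min at room temperature | signal = resorufin fluorescence 544/590 nm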
HMGR II inh: inhibitors of class II HMG-CoA reductase from Enterococcus faecalis. purified E. faecalis HMGR, NADPH absorbance 340 nm kinetic. actives 0.41% (n = 190,000). inhibition, % at 10 µM;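 active means inhibition above a set limit, the median over all tested compounds plus 3 SD, cut at about 9.5% in these data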;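 further: enzyme runs in reverse so mevalonate oxidation gives rising NADPH absorbance; 0% = complete reaction with DMSO and 100% = background rate lacking mevalonate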
Diaph act CS: activates diaphorase or chemically reduces, flagging diaphorase assay artifacts | Diaphorase/resazurin coupled assay, resorufin fluorescence, 16 min; active compounds read high; 1 = vehicle wells, 0 = NADH-free wells | activation factor at 20 µM | actives 0.005% (n = 190,000) | AID 1229;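 active means diaphorase activity raised at least twofold by the compound at 20 µM; inactive means activation factor below 2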
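Material: Purified diaphorase enzyme from Clostridium kluyveri | Buffer or medium: 50 mM HEPES pH 7.4 with 4.542 mM MgCl2, 0.005% Tween 20 | Times: 16 min enzyme reaction, ambient temperature | Signal: Red resorufin fluorescence at 544/590 nm excitation/emission | Measure: Increased resorufin signal from activators or reducing compounds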
* hit, by the source's call; nt = not tested or not shown. This is a random part of the collection; about 1.7% have a hit in one of these screens.

Below each compound – FLuc stim CS	PMI act hi M6P	TNAP inh no acc	G6PDH CS	TNAP inh hiacc	PMI act	TNAP act hi DEA	Diaphorase inh	HMGR II inh	Diaph act CS
1	Cc1ccc(S(=O)(=O)c2c(C)cc(C)nc2N2CCOCC2)cc1
    1	1	-7	-4	-4	1	1	6	-10	0.9
2	COc1ccc(C(=O)Cn2c(Br)nc3c2c(=O)n(C)c(=O)n3C)cc1OC
    1	1	-5	4	-3	1	1	10	-1	0.9
3	O=C(Nc1nc2ccccc2c(=O)[nH]1)c1ccccc1SCc1ccccc1
    1	0.9	-17	0	-5	1	1.1	15	-1	0.8
4	COc1cccc(NC(=O)C2CCC(CNS(=O)(=O)c3cccs3)CC2)c1 (configuration not stated)
    1	1.1	0	12	-2	1.1	1	7	-6	0.9
5	COC(=O)C1C(=O)c2c(C)noc2CC1(C)C (configuration not stated)
    0.9	nt	-8	25	-9	nt	1.1	nt	3	nt
6	COc1ccc(CCNC(=O)c2ccc(CSc3ccccc3)o2)cc1
    1	0.8	-21	4	-6	0.8	1.1	29	-4	0.7
7	CCCc1nc2scc(-c3ccc(C)cc3)c2c(=O)n1N
    1.1	1	1	13	-3	1	1	11	-9	0.9
8	COCCn1c(C)cc(C(=O)CSc2ncn[nH]2)c1C
    1	1	-1	2	1	0.9	1	11	3	0.9
9	CC(CCc1ccco1)NC(=O)CSc1cc(=O)n(C)c2ccccc12 (configuration not stated)
    1	0.9	-12	3	-5	0.9	1	21	-1	0.8
10	COc1ccc2nc(NC(=O)C3CCCN(S(=O)(=O)c4cccc5nonc45)C3)sc2c1 (configuration not stated)
    1	0.9	0	2	0	0.9	1	20	5	0.8
11	O=C(NCCN1CCOCC1)c1ccc(=O)oc1
    1.1	0.9	-9	6	-4	0.9	1	25	-5	0.8
12	CCCCNC(=O)CCCCCn1c(=O)[nH]c2cc(C(=O)OC)ccc2c1=O
    1	0.9	-5	6	-2	0.9	1	0	-4	1
13	Cn1cnnc1SCC(=O)c1ccc2c(c1)CCCC2
    1	0.7	-2	7	-6	1	1.1	24	-2	0.8
14	Cc1cccc(OCCC(=O)Nc2ccc(S(=O)(=O)N3CCCC3)cc2)c1
    1	1	8	8	0	0.9	1	18	-2	0.8
15	CCn1c2ccccc2c2cc(CNCc3ccc(OC)cc3OC)ccc21
    1	1	-16	-6	-4	0.9	1	-24	-15	1.2
16	O=C1CC(SC(=NCc2ccc3c(c2)OCO3)Nc2ccccc2)C(=O)N1c1ccccc1 (configuration not stated)
    1.1	0.9	-15	-4	-13	0.9	1.1	21	-8	0.8
17	CCC1(CC)NC(=O)N(CC(=O)OCC(=O)Nc2ccccc2[N+](=O)[O-])C1=O
    1	1.1	-8	8	-3	1.4	1	-4	-1	1
18	CCOC(=O)c1ccccc1NC(=O)Cn1cnc2c(cnn2-c2ccccc2)c1=O
    1.1	1	-17	-3	-8	1	1.1	3	-6	1
19	COc1ccc(C(C#N)N2N=C(C)CC2(C)C)cc1 (configuration not stated)
    1.1	1.1	-9	6	-4	1.1	1	6	-5	0.9
20	CN(C)S(=O)(=O)c1ccc(C(=O)NCCOc2ccc(F)cc2)cc1
    1	1	-7	11	-7	1	1.1	-2	-2	1
21	COc1cc(C2c3c([nH]c(=O)[nH]c3=O)Nc3ccc4ccccc4c32)ccc1O (configuration not stated)
    1.1	0.8	-12	-2	0	1	1	16	-1	0.8
22	O=C(NCc1nnc(SCC(=O)N2CCCC2)o1)c1c(F)cccc1Cl
    1	1	-11	2	-4	1	1	8	5	0.9
23	Cc1cc(C(=O)COC(=O)c2csc3c2CCCC3)c(C)n1C
    1	1	-8	2	0	1	1	14	-4	0.9
24	COC(=O)[C@H](CCSC)NC(=O)Nc1ccc(OC)cc1OC
    1	0.9	-4	0	2	0.9	1	12	0	0.9
25	CC(C)C(NS(=O)(=O)c1cccs1)C(=O)NCc1ccc2c(c1)OCO2 (configuration not stated)
    1	0.9	-3	40	-1	0.9	1	8	-3	0.9
26	COc1ccc(N(CC(=O)NCc2ccco2)S(=O)(=O)c2ccc(OC)c(OC)c2)cc1
    1.1	1	-14	4	-8	1	1.1	20	-2	0.8
27	CCc1ccc2oc(C(=O)NCc3ccncc3)c(C)c2c1
    1	0.7	-3	2	1	0.9	1	16	3	0.8
28	Cc1ccc(CC(=O)Nc2cccnc2)cc1
    1.1	0.9	-4	5	-2	1	1	15	0	0.8
29	C=CCn1c(SCc2cc(=O)n3ccsc3n2)nc2scc(C3CC3)c2c1=O
    1	0.9	-3	4	0	0.9	1	14	nt	0.9
30	Cc1ccc(/C=C2\SC(N)=NC2=O)s1
    0.8	1	-28	12	2	0.9	1	-2	0	1

Complete entries as entered above. Values in the order: FLuc stim CS	PMI act hi M6P	TNAP inh no acc	G6PDH CS	TNAP inh hiacc	PMI act	TNAP act hi DEA	Diaphorase inh	HMGR II inh	Diaph act CS
Entry for O=C(NCCN1CCOCC1)c1ccc(=O)oc1 → 1.1	0.9	-9	6	-4	0.9	1	25	-5	0.8
Entry for O=C(Nc1nc2ccccc2c(=O)[nH]1)c1ccccc1SCc1ccccc1 → 1	0.9	-17	0	-5	1	1.1	15	-1	0.8

Next section
Below each compound – FLuc stim CS	PMI act hi M6P	TNAP inh no acc	G6PDH CS	TNAP inh hiacc	PMI act	TNAP act hi DEA	Diaphorase inh	HMGR II inh	Diaph act CS
31	NC(=O)COc1ccccc1C(=O)O
    1	1.1	-8	-1	-5	1.1	1.1	-18	-2	1.2
32	O=C(CSc1nnc(-c2ccccc2)n1Cc1ccccc1)N1CCOCC1
    1	1	-12	4	-3	1.1	1	6	1	0.9
33	O=C(COC(=O)c1cccc(S(=O)(=O)N2CCc3ccccc32)c1)NC1CCS(=O)(=O)C1 (configuration not stated)
    1.1	1	-15	3	-3	0.9	1	21	-11	0.8
34	COc1cc2c(cc1OC)-c1nnc(-c3cccs3)n1C1(CCCC1)C2
    1.1	0.9	-6	-2	-8	1	1.1	14	-1	0.9
35	Cc1nn(C)c(C)c1NC(=O)c1cc2nc(-c3ccco3)cc(C(F)(F)F)n2n1
    1	1.5	-2	15	-4	1.4	1	7	-1	0.9
36	OCCC1CN(Cc2cnc(-c3ccccc3)s2)CCN1C1CCCC1 (configuration not stated)
    1.1	1	-4	10	-1	1	1	3	-5	1
37	Cc1ccc2cc3cc(C(=O)NCc4ccc5c(c4)OCO5)oc3nc2c1
    1	1	-8	-4	-1	1	1	5	-3	0.9
38	COc1ccc(CN(C(=O)c2nsc(Cl)c2Cl)C(C(=O)NC2CCCC2)c2ccc(OC)cc2)cc1 (configuration not stated)
    1	0.9	-15	9	-2	0.8	1	14	0	0.9
39	COc1cccc(/C=N/n2c(=O)[nH]c3ccccc32)c1OC
    0.9	0.9	4	-5	-5	0.9	1	14	-5	0.9
40	O=C(COc1ccccc1)NCc1ccc2c(c1)OCO2
    1.1	1	-13	1	-6	1	1.1	13	-3	0.9
41	Cc1cc(C)nc(NS(=O)(=O)c2ccc(N=Cc3c(C)[nH]n(-c4ccccc4)c3=O)cc2)n1
    1	1.1	0	-6	-2	1.1	1	10	1	0.9
42	COc1ccc(OCCC(=O)NCc2ccccc2)cc1
    1	0.9	-15	-5	-7	0.9	1.1	14	-2	0.9
43	Cc1ccc(OCC(=O)Nc2ccc(C)c(S(=O)(=O)N3CCCCCC3)c2)c([N+](=O)[O-])n1
    1	1	-10	3	-2	0.9	1	30	-10	0.7
44	O=C(Nc1nccs1)c1ccc(NC(=O)C2CC=CCC2C(=O)O)cc1 (configuration not stated)
    1	1.1	-7	8	-6	1.1	1.1	-4	1	1
45	CCCN1C(=O)C(NC(C)=O)c2ccccc21 (configuration not stated)
    1	1.1	-6	9	-6	1	1.1	1	-1	1
46	CC(=O)Nc1ccc(S(=O)(=O)NCC(=O)OCC(=O)NC23CC4CC(CC(C4)C2)C3)cc1
    1	0.9	-6	7	-4	0.8	1	16	1	0.8
47	CCN(C(=O)c1cn(CC)c(=O)c2cc(OC)c(OC)cc12)c1ccccc1C
    1	0.9	-14	-13	-1	0.9	1	14	-2	0.9
48	CCOC(=O)C1=C(O)C(=O)NC(c2ccccc2)=C(OCC)C1
    1	1.8	2	5	2	1.5	1	-2	-1	1
49	COc1ccccc1OCCCc1c(C)n[nH]c1C
    1	1	1	-8	-3	1.1	1	13	-6	0.9

13 of the compounds above, with tabs:
item	Structure	FLuc stim CS	PMI act hi M6P	TNAP inh no acc	G6PDH CS	TNAP inh hiacc	PMI act	TNAP act hi DEA	Diaphorase inh	HMGR II inh	Diaph act CS
37	Cc1ccc2cc3cc(C(=O)NCc4ccc5c(c4)OCO5)oc3nc2c1	1	1	-8	-4	-1	1	1	5	-3	0.9
38	COc1ccc(CN(C(=O)c2nsc(Cl)c2Cl)C(C(=O)NC2CCCC2)c2ccc(OC)cc2)cc1 (configuration not stated)	1	0.9	-15	9	-2	0.8	1	14	0	0.9
39	COc1cccc(/C=N/n2c(=O)[nH]c3ccccc32)c1OC	0.9	0.9	4	-5	-5	0.9	1	14	-5	0.9
40	O=C(COc1ccccc1)NCc1ccc2c(c1)OCO2	1.1	1	-13	1	-6	1	1.1	13	-3	0.9
41	Cc1cc(C)nc(NS(=O)(=O)c2ccc(N=Cc3c(C)[nH]n(-c4ccccc4)c3=O)cc2)n1	1	1.1	0	-6	-2	1.1	1	10	1	0.9
42	COc1ccc(OCCC(=O)NCc2ccccc2)cc1	1	0.9	-15	-5	-7	0.9	1.1	14	-2	0.9
43	Cc1ccc(OCC(=O)Nc2ccc(C)c(S(=O)(=O)N3CCCCCC3)c2)c([N+](=O)[O-])n1	1	1	-10	3	-2	0.9	1	30	-10	0.7
44	O=C(Nc1nccs1)c1ccc(NC(=O)C2CC=CCC2C(=O)O)cc1 (configuration not stated)	1	1.1	-7	8	-6	1.1	1.1	-4	1	1
45	CCCN1C(=O)C(NC(C)=O)c2ccccc21 (configuration not stated)	1	1.1	-6	9	-6	1	1.1	1	-1	1
46	CC(=O)Nc1ccc(S(=O)(=O)NCC(=O)OCC(=O)NC23CC4CC(CC(C4)C2)C3)cc1	1	0.9	-6	7	-4	0.8	1	16	1	0.8
47	CCN(C(=O)c1cn(CC)c(=O)c2cc(OC)c(OC)cc12)c1ccccc1C	1	0.9	-14	-13	-1	0.9	1	14	-2	0.9
48	CCOC(=O)C1=C(O)C(=O)NC(c2ccccc2)=C(OCC)C1	1	1.8	2	5	2	1.5	1	-2	-1	1
49	COc1ccccc1OCCCc1c(C)n[nH]c1C	1	1	1	-8	-3	1.1	1	13	-6	0.9

High-throughput results from PubChem.
